FEN1 inh = inhibitors of human flap endonuclease 1; Potency, µM (highest dose often 114 µM), without a hit: top-dose activity change, negative = inhibition, usual class: inhibitors; Recombinant FEN1 flap cleavage, fluorescence, 15 min; P39748; hit rate 0.35% among 390,000; also: nearly all actives have a fitted effect of over 65% in size
Target sequence (P39748 whole entry, looked up): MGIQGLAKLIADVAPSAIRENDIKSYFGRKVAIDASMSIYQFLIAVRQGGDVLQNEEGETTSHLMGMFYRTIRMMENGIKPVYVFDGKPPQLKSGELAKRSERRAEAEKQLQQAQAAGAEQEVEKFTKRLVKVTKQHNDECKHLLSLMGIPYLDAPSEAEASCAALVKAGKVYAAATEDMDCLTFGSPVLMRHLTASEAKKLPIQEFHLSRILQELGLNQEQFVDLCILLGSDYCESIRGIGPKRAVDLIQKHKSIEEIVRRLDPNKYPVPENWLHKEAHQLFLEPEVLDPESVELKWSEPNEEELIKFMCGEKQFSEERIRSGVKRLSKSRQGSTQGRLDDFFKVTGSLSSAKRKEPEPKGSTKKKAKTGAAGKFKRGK
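Nuclease activity of 10 nM FEN1 was measured after 15 min of room-temperature exposure to titrated compounds, by adding 50 nM flap substrate and reading plates at 0 and 15 min.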
N370S GC = inhibitors or activators of N370S glucocerebrosidase for Gaucher disease. N370S GC spleen homogenate, 4MU-glucoside fluorescence. Potency, µM (doses to about 59.4 µM), for inactives: at the top dose activity change, negative = inhibition, most hits filed as inhibitors. hit rate 0.092% among 330,000;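 also: 0% = full enzyme activity and -100% = no enzyme basal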
DT40 TDP1 CPT = growth inhibition of DT40 Tdp1-/-;hTDP1 cells with camptothecin (screen for TDP1 inhibitors). chicken DT40 Tdp1-/-;hTDP1 cells + 20 nM CPT, ATP luminescence, 48 h. Potency, µM (doses to about 46.2 µM), for inactives: at the highest dose activity change, negative = growth inhibition, usual class: inhibitors. hit rate 12% among 420,000. AID 686979; also: nearly all actives have a fitted effect of over 55% in size
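Chicken DT40 Tdp1-/- cells complemented with human TDP1, 400 cells/well, exposed to compounds plus 20 nM camptothecin for at least 48 h at 37 C; viability read as ATP content by CellTiter-Glo luminescence.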
An asterisk follows results filed as active; ? = inconclusive; nt = not tested or not shown; & = joins results of further samples. Calls follow the shape of the dose curve; as a rule, active = well fitted curve in the direction sought with a large enough effect; inconclusive = small, poorly fitted or top-dose-only effect, or another doubt; inactive = no such curve, though single readings can be large; an effect the other way counts as inactive or inconclusive. Unless noted, % is scaled to controls: 0 for no effect and ±100 for the full control effect; potency is read from the fitted curve at half-maximal effect. This is a subset, so the mix of outcomes need not match the whole.

SMILES	FEN1 inh	N370S GC	DT40 TDP1 CPT
CCNc1ccc(C(=O)OCC(=O)NC(=O)NCC(C)C)cc1[N+](=O)[O-]	1%	6%	8%
O=C(NCCOc1ccccc1)C1CCC(=O)N(CCCN2CCCC2=O)C1 (configuration not stated)	1%	2%	3%
CCCCn1c(N)c(N(CC(C)C)C(=O)c2oc3ccc(Br)cc3c2C)c(=O)[nH]c1=O	0%	-3%	-17%
Cc1ccc(C(=O)c2ccccc2C(=O)O)cc1C	9%	6%	9%
Cc1ccc(CCNC(=O)CSCc2ccc(F)cc2)cc1	-9%	1%	11%
CCOc1ccccc1OCCCC(=O)Nc1ccc(OC)nc1	5%	-8%	-1%
O=C(CSc1nnc(-c2ccncc2)n1CC1CCCO1)Nc1nccs1 (configuration not stated)	-4%	-17%	5%
COCc1nc(-c2cc(Br)ccc2OC)no1	-13%	7%	-4%
CCc1cccc(CC)c1NC(=S)NC(C)c1ccccc1 (configuration not stated)	0%	3%	-85%
CCC1CCCCN1CCCNC(=O)CN1C(=O)COc2ccccc21 (configuration not stated)	5%	-4%	5%
CC(CN1CCCC1)OC(=O)c1ccc(Br)cc1 (configuration not stated)	-20%	-8%	9%
OCC[C@H]1C[C@@H](O)[C@H](O)[C@@]2(CCc3ccccc3O2)O1	-4%	-9%	17%
O=C(c1cccs1)c1ccccc1Cc1cccs1	-19%	nt	?
CCN(CC)C(=O)c1sc(NC(=O)C(C)C)c(C#N)c1C	3%	1%	-16%
CC(C)c1ccc2[nH]c3c(c2c1)CCC/C3=N\NC(=O)c1ccncc1	-2%	-6%	23µM*
COc1ccc2nc(N=Nc3ccc(N(C)C)cc3)sc2c1	-5%	2%	16µM*
Cc1ccc(-n2nnnc2SC(C)C(=O)NCC(=O)Nc2ccc(F)c(F)c2F)c(C)c1 (configuration not stated)	-6%	7%	18µM*
Cc1cccc2cc(-c3ccccc3)c(-c3ccccc3)c[n+]12	-4%	-14%	8.2µM*
O=C(COC(=O)CNC(=O)c1ccc(Cl)cc1Cl)Nc1ccc(N2CCOCC2)cc1	11%	-3%	-2%
CC1(C)C(=O)OC(C(=O)c2ccc(C(C)(C)C)cc2)C(C)(C)C1=O (configuration not stated)	-20%	16%	-22%
Cc1nc(N2CCOCC2)c2c(C(=O)NCCc3ccccc3)c(C)oc2n1	13%	nt	14%
CCOc1ccc(C2=Nn3c(nnc3-c3ccccc3OC)SC2)cc1	-13%	-6%	0.21µM*
O=C(N/N=C/c1ccc(Cl)cc1Cl)C(=O)NC1CC1	-7%	-2%	-22%
Cc1ccc(NC(=O)C(C)N2CCc3ccccc3C2)cc1 (configuration not stated)	-5%	-2%	?
COC(=O)c1ccc(C2c3c(oc4ccc(Cl)cc4c3=O)C(=O)N2CCN2CCOCC2)cc1 (configuration not stated)	-1%	-15%	-16%
SMILES	FEN1 inh	N370S GC	DT40 TDP1 CPT
Cc1ccc(Cl)cc1N(C)C(=O)c1cn(C2CCCCC2)c(=O)c2c1c1ccccc1n2C	-10%	nt	?
Cn1c(=O)n(C)c2cc(NC(=O)CSc3ccccc3)ccc21	2%	-3%	-21%
CC(=O)N1CCc2c(sc(NC(=O)Cc3ccc(F)cc3)c2C(N)=O)C1	22%	-5%	5%
COc1ccc(CNC(=O)CS(=O)Cc2nc(-c3ccccc3C)oc2C)cc1 (configuration not stated)	-9%	10%	-6%
Nc1cc(=O)[nH]c(SCC(=O)Nc2ccc(N3CCOCC3)cc2)n1	0%	nt	8%
O=C(Nc1cccc2ccccc12)c1cc2c(cc1Br)OCO2	1%	-6%	?
Cc1cc(C)c(C(=O)COC(=O)c2c(C)noc2C)cc1C	-17%	nt	-22%
C#CCOCCOCCOCCNc1nc(N2CCN(C(=O)Cn3cc(CCCCN)nn3)CC2)nc(N2CCN(C(=O)Cn3cc(CCCCN)nn3)CC2)n1	-8%	5%	17%
Cc1cc(NC(=O)c2noc3c2CCCC3)no1	12%	-23%	-6%
COc1ccc(S(=O)(=O)N2CCN(C(=O)c3c(-c4ccccc4)noc3C)CC2)cc1	-3%	-1%	-29%
COc1ccccc1CNC(=O)Cc1csc2nc(-c3ccc(F)cc3)cn12	-3%	nt	?
O=C(CSc1ncnc2sccc12)Nc1ccc(S(=O)(=O)N2CCOCC2)cc1	-7%	-7%	?
COc1ccc(S(=O)(=O)N(C)c2ccc(C(=O)N3CCCCC3)cc2)cc1OC	-18%	-2%	7.3µM*
O=C(NN1CCOCC1)c1ccc(Cl)c([N+](=O)[O-])c1	-5%	-14%	2%
CCOC(=O)c1c(/N=C/C2=C(O)CC(C)(C)CC2=O)sc(C)c1C	3%	15%	-19%
COc1ccc2cc(CCNC(=O)C3CCCC3)c(=O)[nH]c2c1	-2%	-17%	1%
CN(C)CC/C=C1\c2ccccc2CSc2ccccc21	-1%	-24%	3%
CCCCC(=O)Nc1ccc2c(c1)nc(CCN1CCN(c3ccccn3)CC1)n2C	6%	-19%	?
C[C@@]12C(=O)N(Cc3ccccc3)CC(=O)N1[C@H](/C=C/c1ccccc1)[C@@H]1C(=O)N(c3ccccc3)C(=O)[C@@H]12	9%	-8%	-26%
CC(C)(C)NC(=O)CN(C(=O)CCC(=O)Nc1nccs1)c1ccc(F)c(Cl)c1	-7%	-18%	8%
Cc1cccc(/C=N/NC(=O)c2cc(-c3cccnc3)nc3c2c(C)nn3-c2ccccc2)c1	-3%	3%	?
COc1cccc(C(=O)N/N=C/c2ccc(Oc3ccc([N+](=O)[O-])cn3)c(OC)c2)c1	?	-11%	21µM*
CCOC(=O)c1c(N)sc(N)c1C(=O)OCC	7%	5%	4.6µM*
CC[C@]12c3[nH]c4ccccc4c3CCN1C(=O)C(CC(=O)NCc1cccc(C(F)(F)F)c1)C[C@@H]2C(=O)N1CCN(C(=O)C2CC2)CC1 (some centres not stated)	-1%	nt	?
CC(C)(C)NC(=O)COC(=O)c1ccccc1Oc1ccccc1	-2%	16%	-27%
SMILES	FEN1 inh	N370S GC	DT40 TDP1 CPT
Cc1nn(-c2ccccc2)c(Cl)c1C(=O)Nc1nnc(C2CCCC2)s1	-13%	?	0%
COCc1c(C(=O)OCC(=O)c2c(N)n(CC(C)C)c(=O)n(C)c2=O)oc2ccccc12	11%	-2%	18µM*
COc1ccc(NS(=O)(=O)c2ccc(N3CCOCC3)c(NC(=O)c3ccc(F)cc3)c2)cc1	-6%	23%	8.2µM*
Brc1ccccc1/C=N/Nc1ccc2ccccc2n1	-4%	-6%	?
Cc1ccc(C(=O)NNC(=O)C2CCN(c3ncccn3)CC2)cc1	0%	-7%	10%
Cc1ccccc1NCC(=O)N/N=C\c1ccc2c(c1)OCO2	7%	-4%	-29%
Cc1ccc(-n2nnnc2SCC(=O)Nc2ncc(Cc3ccccc3Cl)s2)cc1	-2%	2%	14%
CC(C)NC(=O)N(C)C[C@@H]1Oc2c(NS(=O)(=O)c3ccccc3)cccc2C(=O)N([C@@H](C)CO)C[C@@H]1C	20%	nt	-24%
CCCCn1c(N)c(N(CCOC)C(=O)CCNC(=O)NC23CC4CC(CC(C4)C2)C3)c(=O)[nH]c1=O	-3%	nt	-9%
O=S(=O)(c1ccccc1)c1nc(-c2ccccc2Cl)oc1NCCN1CCOCC1	-14%	-20%	?
C=C[C@]1(C)C=C2CC[C@H]3[C@@](C)(CCC[C@@]3(C)C(=O)O)[C@@H]2CC1	-5%	nt	-24%
CCCCOc1ccc(CNC(=O)c2ccc(NC(=O)N3CCCCc4ccccc43)cc2)cc1	13%	nt	18µM*
CSc1ccccc1NC(=O)CSc1nnc(Cc2ccccc2)o1	-3%	-2%	-22%
CCc1ccc(NC(=O)CCCN2C(=S)NC(C)(C)CC2C)cc1 (configuration not stated)	-1%	6%	12%
COc1ccccc1N1CCN(C(=O)c2cnn(C(C)(C)C)c2C2CCN(C(=O)OC(C)(C)C)CC2)CC1	-6%	nt	16µM*
Cc1ccc(OCCNC(=O)Cc2ccc(S(=O)(=O)N3CCOCC3)s2)cc1	7%	-3%	-16%
COc1ccc(N2CCN(S(=O)(=O)c3ccc(C(=O)NCc4ccco4)cc3)CC2)cc1	-5%	-4%	-12%
Cc1ccc(S(=O)(=O)N2CCN(C(=O)COC(=O)c3c(C)cc(C)cc3C)CC2)c(C)c1	-1%	-4%	?
CCC(C)NC(=O)CN(c1ccc(OC)cc1)S(=O)(=O)c1ccc(NC(C)=O)cc1 (configuration not stated)	-10%	-5%	-9%
COc1cc(OC)cc(-c2c(C#Cc3ccsc3)c3cc(-c4cc(OC)c(OC)c(OC)c4)ccc3n2C)c1	-1%	nt	-13%
CCc1nnc(NC(=O)c2cccc(OC)c2)s1	-2%	-5%	-7%
Cc1ccc(Cl)cc1NC(=O)c1oc2ccc(S(=O)(=O)N3CCCCC3)cc2c1C	15%	nt	-14%
Cn1c(CNC(=O)c2ccco2)nnc1SCC(=O)Nc1ccc(Br)cc1F	-3%	13%	-11%
COc1ccc(CNC(=O)C(c2ccc(C)o2)N(C(=O)c2snc(C(N)=O)c2N)c2ccccc2OC)cc1 (configuration not stated)	0%	?	?
N=c1n(CCN2CCCCC2)c2ccccc2n1CC(=O)c1cccs1	-20%	0%	18µM*

Rewritten with two lines to a compound: part of the list above.
Every second line gives: FEN1 inh	N370S GC	DT40 TDP1 CPT
- CCCCOc1ccc(CNC(=O)c2ccc(NC(=O)N3CCCCc4ccccc43)cc2)cc1
  13%	nt	18µM*
- CSc1ccccc1NC(=O)CSc1nnc(Cc2ccccc2)o1
  -3%	-2%	-22%
- CCc1ccc(NC(=O)CCCN2C(=S)NC(C)(C)CC2C)cc1 (configuration not stated)
  -1%	6%	12%
- COc1ccccc1N1CCN(C(=O)c2cnn(C(C)(C)C)c2C2CCN(C(=O)OC(C)(C)C)CC2)CC1
  -6%	nt	16µM*
- Cc1ccc(OCCNC(=O)Cc2ccc(S(=O)(=O)N3CCOCC3)s2)cc1
  7%	-3%	-16%
- COc1ccc(N2CCN(S(=O)(=O)c3ccc(C(=O)NCc4ccco4)cc3)CC2)cc1
  -5%	-4%	-12%
- Cc1ccc(S(=O)(=O)N2CCN(C(=O)COC(=O)c3c(C)cc(C)cc3C)CC2)c(C)c1
  -1%	-4%	?
- CCC(C)NC(=O)CN(c1ccc(OC)cc1)S(=O)(=O)c1ccc(NC(C)=O)cc1 (configuration not stated)
  -10%	-5%	-9%
- COc1cc(OC)cc(-c2c(C#Cc3ccsc3)c3cc(-c4cc(OC)c(OC)c(OC)c4)ccc3n2C)c1
  -1%	nt	-13%
- CCc1nnc(NC(=O)c2cccc(OC)c2)s1
  -2%	-5%	-7%
- Cc1ccc(Cl)cc1NC(=O)c1oc2ccc(S(=O)(=O)N3CCCCC3)cc2c1C
  15%	nt	-14%
- Cn1c(CNC(=O)c2ccco2)nnc1SCC(=O)Nc1ccc(Br)cc1F
  -3%	13%	-11%
- COc1ccc(CNC(=O)C(c2ccc(C)o2)N(C(=O)c2snc(C(N)=O)c2N)c2ccccc2OC)cc1 (configuration not stated)
  0%	?	?
- N=c1n(CCN2CCCCC2)c2ccccc2n1CC(=O)c1cccs1
  -20%	0%	18µM*

More structures follow:
SMILES	FEN1 inh	N370S GC	DT40 TDP1 CPT
COc1ccc(NC(=O)NCc2cccnc2)c(OC)c1	17%	2%	0%
COc1ccc(NC(=O)C(=O)NCCc2csc3nc(-c4ccccc4F)nn23)cc1OC	-1%	nt	0%
CCCCOP(=O)(c1ccc(N(C)C)cc1)C(O)c1ccncc1 (configuration not stated)	-5%	-1%	1%
CN(C)C(=O)C(Sc1ccc(S(=O)(=O)N2CCCC2)cn1)c1ccccc1 (configuration not stated)	-12%	nt	?
CC(=O)Nc1ccc(N2C(=O)CC(Sc3nc(C)cc(C)n3)C2=O)cc1 (configuration not stated)	-2%	-5%	3%
COc1ccc(CN2CCN(C(=O)CC(C)C)CC2)cc1OC	2%	?	-6%
O=C(NCc1ccccc1)c1ccc(NC2=NC3CS(=O)(=O)CC3S2)cc1 (configuration not stated)	6%	-2%	5%
Cc1cc(Nc2nc3ccccc3nc2Cl)n(-c2ccc([N+](=O)[O-])cc2)n1	0%	-3%	18µM*
Nc1ccc2c(c1Cl)C(=O)c1ccc(N)c(Cl)c1C2=O	?	-15%	2%
COCCN(Cc1cc2cc(C)ccc2[nH]c1=O)S(=O)(=O)c1ccc(Cl)cc1	-3%	6%	?
Cc1ccc(CSc2nnc(CCNC(=O)OC(C)(C)C)o2)cc1	14%&12%	-2%	?
NC(=O)Nc1ccc(C(=O)OCC(=O)NCc2ccc3c(c2)OCO3)cc1	1%	nt	-13%
CC(=O)N1CCN(C(=O)C(Cc2ccccc2)NC(=O)c2ccccc2)CC1 (configuration not stated)	17%	nt	-4%
CC(=O)c1c(C(C)=O)c(C)n(Cc2ccccc2)c1C	-14%	6%	-19%
CCN(CC)CCCNS(=O)(=O)c1ccc(OC)cc1	1%	26%	-13%
COc1cc(C2C(C#N)=C(N)Oc3cc(C)n(CCc4ccccc4)c(=O)c32)cc2c1OCO2 (configuration not stated)	2%	16%	-21%
CCCCSc1nnc(-c2ccc(NC(=O)CCc3ccccc3)cc2)n1C	-7%&14%	10%	-22%&-26%
CNC(=S)N1N=C(c2ccccc2)CC1c1ccc(OC)c(OC)c1 (configuration not stated)	-8%	4%	-17%
CCOc1ccc(NC(=O)c2cccc3c2C(=O)N(CC2CCCO2)C3)cc1 (configuration not stated)	3%	-3%	-6%
